# Compound activity (PubChem)
# Rv3671c inh: inhibitors of M. tuberculosis serine protease Rv3671c; P9WHR9; inhibition, % at 5.96 µM; 0.048% of 320,000 active; AID 2606; in the data active = inhibition above about 38%;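 note: extracellular domain of Rv3671c used as enzyme; 0% = enzyme with DMSO and 100% = no enzyme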
# SARS 3CLpro inh: SARS-CoV 3CLpro protease inhibition; P0C6X7; recombinant SARS-CoV 3CLpro, quenched FRET peptide cleavage; AID 1706; inhibition, % at 6 µM; 0.14% of 290,000 active; in the data active = inhibition above about 12%
# DUSP3 inh: DUSP3 (human) phosphatase inhibition; 0.52% of 290,000 active; P51452; AID 1654; recombinant VHR phosphatase, pNPP absorbance; inhibition, % at 13.3 µM; in the data active = inhibition above about 50%; note: some compounds called inactive have numbers as strong as hits
# PriA SSB inh: blocks PriA binding to SSB C-terminal tail; 0.6% of 430,000 active; AID 1272365; AlphaScreen SSBct-PriA binding, biotinylated peptide; inhibition, % at 33 µM; in the data active = inhibition mostly above about 37%, no sharp cut-off; inactive = mostly below about 20%;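 note: plate controls were negative control peptide for no effect and reference peptide for full effect; strong numbers were not always called active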
# MazF activator: MazEF (E. coli) toxin RNase activation | P0AE70 | FAM/BHQ RNA-DNA oligo cleavage fluorescence, 5 h | activation, % at 20 µM | 0.32% of 350,000 active | AID 504720; in the data active = activation above about 50%
# Y pestis TopoI: inhibitors of Yersinia pestis topoisomerase I | Y. pestis Topo-I cleavage product accumulation, plate reader | activity, % at 10 µM | 0.064% of 360,000 active | AID 504884; in the data active = activity above about 50%, passing the limit was not always enough; note: inactives centre near 2
# TcdB inh: inhibitors of Clostridioides difficile toxin B glycohydrolase; P18177; TcdB glycohydrolase enzymatic assay, plate reader; inhibition, % at 9.99 µM; 0.24% of 350,000 active; in the data active = inhibition above about 10%
# PfHsp40 rescue: restores yeast growth despite PfHsp40 toxicity. S. cerevisiae expressing PfHsp40, growth rescue, ATP luminescence. growth rescue, % at 12.5 µM. 0.68% of 340,000 active. AID 504582; in the data active = growth rescue above about 28%, passing the limit was not always enough;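 note: yeast W303a lacking pdr1 and pdr3 grown in galactose medium; growth measured after three days at 30 °C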
# Anthrax LF prot: inhibitors of Bacillus anthracis lethal factor protease; P15917; multiplex microsphere protease cleavage assay, LF; inhibition, % at 10 µM; 0.12% of 360,000 active; in the data active = inhibition above about 30%; note: plate controls were buffer without enzyme for full effect and enzyme alone for no effect
# Vc quorum ag: inducers of Vibrio cholerae quorum light production without autoinducers; V. cholerae BH1578 lux reporter, luminescence, 6 h; activation, % at 18.7 µM; 0.16% of 350,000 active; AID 588436; in the data active = activation mostly above about 9.7%, no sharp cut-off; note: not every result past the cut was called active; inactives centre near 0; reference of the scale not given here
# * = called active by the depositor; i = inactive; nt = not tested or not shown; & = joins results of further samples.
# Keys: A = Rv3671c inh; B = SARS 3CLpro inh; C = DUSP3 inh; D = PriA SSB inh; E = MazF activator; F = Y pestis TopoI; G = TcdB inh; H = PfHsp40 rescue; I = Anthrax LF prot; J = Vc quorum ag
COc1ccc(Nc2nc(N)c([N+](=O)[O-])c(N3CCN(C)CC3)n2)cc1
  A: -4.3; B: -1.8; C: nt; D: -1.5; E: 11.6; F: -0.3; G: 0.0; H: -1.6; I: 2.2; J: i
CSc1ncc(C(=O)Nc2ccc(Br)cn2)c(C)n1
  A: nt; B: -3.2; C: -6.7; D: -9.2; E: -17.7; F: 2.5; G: 0.7; H: -0.9; I: 6.8; J: -0.6
Cc1ccc(C(=O)/C=C\C(=O)c2ccc(C)cc2)cc1
  A: -5.8; B: 2.4; C: -5.3; D: -14.9; E: -8.0; F: 3.5; G: 1.0; H: 0.4; I: 0.5; J: -0.3
C=CCN(Cc1ccc(Br)s1)C(=O)c1ccc(OCc2c(C)noc2C)cc1
  A: nt; B: nt; C: nt; D: nt; E: -3.0; F: 17.6; G: -1.0; H: nt; I: 6.5; J: i
O=C(OCC(=O)c1c[nH]c2ccccc12)c1cc(Br)ccc1O
  A: 0.6; B: -0.5; C: 8.2; D: -9.8; E: -11.1; F: -8.0; G: 1.0; H: 0.9; I: -1.1; J: i
CC(CCc1ccccc1)NC(=O)c1cc2sccc2n1C (stereo unspecified)
  A: -4.9; B: 2.6; C: -7.7; D: 13.0; E: -5.8; F: 1.4; G: 1.6; H: 6.5; I: -6.6; J: i
COc1cc(C#Cc2c(-c3cncn3C)n(C)c3ccc(-c4cnc(OC)nc4)cc23)cc(OC)c1
  A: 9.7; B: nt; C: nt; D: 30.7; E: 9.4; F: 16.4; G: -0.5; H: -0.2; I: -8.1; J: i
COc1ccc(C(=O)N/N=C/c2ccc(OC(=O)c3cccs3)cc2)cc1
  A: -9.1; B: 4.6; C: 4.0; D: nt; E: -37.5; F: 6.7; G: -1.3; H: -0.4; I: -1.5; J: -0.2
CC1CCCC/C1=N\NS(=O)(=O)c1ccc(Br)cc1 (stereo unspecified)
  A: 1.3; B: 1.3; C: -12.3; D: nt; E: 78.3*; F: -4.0; G: nt; H: -0.1; I: -2.8; J: nt
CCn1nc(-c2ccccc2)c2nc3ccccc3nc21
  A: 2.7; B: -9.6; C: 0.2; D: -64.7; E: 786.4*; F: -4.7; G: nt; H: -0.7; I: 42.8*; J: i
OCC[C@@H]1C[C@@H](O)[C@H](O)[C@@]2(OCCc3ccccc32)O1
  A: -1.2; B: 6.5; C: 36.9; D: -4.5; E: 1.6; F: 5.5; G: 1.0; H: 1.9; I: -3.9; J: 0.6
CC1(C)C(C(=O)NN2C(=O)c3ccccc3C2=O)C1(C)C
  A: 2.2; B: 2.0; C: 14.5; D: -18.3; E: 4.1; F: 7.5; G: nt; H: 0.8; I: 4.1; J: nt
O=S(=O)(c1ccc(NC(=S)N/N=C/c2ccc(Oc3ccccc3)cc2)cc1)N1CCOCC1
  A: 6.0; B: -3.6; C: 21.6; D: nt; E: -3.8; F: 5.9; G: -1.1; H: -1.9; I: -3.0; J: i
COc1ccc(-n2nnnc2-c2cccnc2)cc1
  A: -0.3; B: -2.1; C: 26.9; D: -14.0; E: 5.3; F: 3.4; G: nt; H: -0.4; I: 3.0; J: i
COc1cccc(/C=C/C2=CC(C)(C)NC(=S)N2)c1
  A: 7.1; B: -0.5; C: 2.0; D: 14.4; E: 2.8; F: -3.8; G: 0.8; H: -0.4; I: 5.2; J: -0.4
Cc1ccccc1NC(=O)OCCN1CCN(Cc2ccccc2)CCC1=O
  A: 1.8; B: -6.8; C: 3.9; D: 0.5; E: 8.2; F: 4.1; G: 1.6; H: -1.0; I: -3.5; J: i
COc1ccccc1NS(=O)(=O)c1cccc(C(=O)NCC(C)(C)N2CCOCC2)c1
  A: 2.2; B: -1.1; C: -32.8; D: -7.7; E: 1.5; F: -11.1; G: 0.6; H: -0.7; I: 3.0; J: -0.8
CCOCCCNC(=O)c1ccc(Cn2c(=O)[nH]c3ccsc3c2=O)cc1
  A: 2.1; B: 1.4; C: 10.2; D: 3.5; E: 0.2; F: 5.3; G: -1.0; H: -0.9; I: 2.9; J: 0.2
O=C(Nc1nc(-c2ccc(S(=O)(=O)N3CCCC3)cc2)cs1)c1cccs1
  A: -117.2; B: -4.0; C: 3.5; D: -12.2; E: 7.7; F: 0.1; G: nt; H: 0.9; I: 0.8; J: 0.5
COCCNC(=O)CN(C(=O)CCC(=O)Nc1ccccn1)c1ccccc1F
  A: 5.8; B: 3.3; C: 8.6; D: 5.0; E: -1.3; F: -2.6; G: -0.3; H: 0.0; I: -1.7; J: i
CCN(C(=O)COC(=O)c1ccccc1Cc1ccccc1)C1CCS(=O)(=O)C1 (stereo unspecified)
  A: -3.4; B: nt; C: nt; D: -5.2; E: 1.8; F: 2.8; G: 1.4; H: nt; I: 1.9; J: 0.7
O=[N+]([O-])c1cccc(OCCN2CCC(Cc3ccccc3)CC2)c1
  A: nt; B: -1.5; C: 11.4; D: 18.2; E: 1.8; F: 8.4; G: -0.1; H: 0.5; I: -2.1; J: -0.7
N#CC(c1ccc(Cl)cc1)(c1ncc(C(F)(F)F)cc1Cl)N1CCOCC1 (stereo unspecified)
  A: 5.7; B: -3.2; C: 26.9; D: -8.5; E: -1.7; F: 8.2; G: nt; H: -1.2; I: -6.0; J: i
COC(=O)C1C(O)=C(C=NCC(C)N=CC2=C(O)C(C(=O)OC)C(C)(C)CC2=O)C(=O)CC1(C)C (stereo unspecified)
  A: -3.6; B: 2.1; C: 11.9; D: -16.8; E: 5.6; F: -2.9; G: nt; H: -0.1; I: -1.2; J: 0.7
COc1cccc(-n2nnnc2SCC(=O)NC2CCCCC2)c1
  A: -1.7; B: -1.4; C: -58.1; D: -15.5; E: 10.8; F: 6.3; G: 1.1; H: 0.8; I: 1.0; J: i

# (further entries)
# Keys: A = Rv3671c inh; B = SARS 3CLpro inh; C = DUSP3 inh; D = PriA SSB inh; E = MazF activator; F = Y pestis TopoI; G = TcdB inh; H = PfHsp40 rescue; I = Anthrax LF prot; J = Vc quorum ag
O=C(c1ccc(Cl)cc1)N1CCN(c2ccnc3cc(Cl)ccc23)CC1
  A: nt; B: 0.9; C: -3.2; D: 4.5; E: 14.6; F: 10.8; G: 1.8; H: 2.7; I: -4.8; J: -0.7
Cc1ccc(C(=O)NC(=S)Nc2ccccc2C(F)(F)F)cc1
  A: -1.8; B: 8.0; C: -4.7; D: -9.2; E: -2.8; F: -6.2; G: nt; H: 5.5; I: -7.0; J: -0.4
COC(=O)C1=CN(C)C=C(C(=O)OC)C1c1ccsc1
  A: nt; B: -2.8; C: 25.5; D: -16.1; E: 1.6; F: -6.7; G: nt; H: -0.1; I: -2.9; J: 16.7*
CCCN(CCC)C1CCc2cccc(O)c2C1 (stereo unspecified)
  A: 3.4; B: nt; C: nt; D: -0.3; E: 4.8; F: 1.1; G: 0.3; H: 0.7; I: 2.7; J: i
CCOc1cc(C(=O)OCC(=O)Nc2cccc(S(=O)(=O)NC3=NCCCCC3)c2)cc(OCC)c1OCC
  A: -8.9; B: nt; C: nt; D: -4.5; E: -1.9; F: 21.6; G: 0.5; H: 3.5; I: 5.8; J: -1.6
COC(=O)C1CCN(C(=O)COC(=O)CC(NC(N)=O)c2ccc(Cl)cc2)CC1 (stereo unspecified)
  A: 1.2; B: -1.6; C: 4.5; D: -6.3; E: -4.5; F: 1.2; G: nt; H: 1.8; I: 0.5; J: -0.4
COCCn1c(C)cc(C(=O)COC(=O)C23CC4CC(CC(O)(C4)C2)C3)c1C
  A: -4.0; B: -1.0; C: 7.6; D: 1.7; E: -3.6; F: 2.2; G: nt; H: -0.5; I: 1.6; J: i
COc1ccc(CCNC(=O)/C(=C/c2cccnc2)NC(=O)c2ccccc2)cc1OC
  A: 4.1; B: 2.0; C: 18.4; D: -14.9; E: 1.3; F: 2.8; G: 1.4; H: -1.2; I: 0.5; J: -0.2
CCC(=O)Oc1ccc(C(=O)Nc2cccc(C(=O)NC(C)(C)C)c2)cc1
  A: -8.2; B: 2.0; C: 8.5; D: -0.5; E: -8.6; F: 7.5; G: nt; H: -0.4; I: -1.7; J: -0.3
CN(C)c1nc2c(c(=O)[nH]c(=O)n2C)n1CCCc1ccccc1
  A: 1.8; B: -6.2; C: 39.6; D: 4.2; E: 4.6; F: 4.5; G: 1.3; H: -1.5; I: nt; J: -1.3
O=C(NCc1nnnn1-c1ccc(F)c(F)c1)c1ccc2c(c1)OCO2
  A: -10.9; B: nt; C: nt; D: -13.8; E: 5.1; F: 3.1; G: 1.0; H: 0.9; I: nt; J: -0.4
CNC(=O)NNC(=O)c1nc(-c2ccccc2)c(C)o1
  A: 5.4; B: 3.5; C: 13.1; D: -12.5; E: 14.9; F: 1.0; G: 0.6; H: nt; I: -3.1; J: i
CS(=O)(=O)Nc1cccc(C2=NN(S(=O)(=O)c3ccccc3)C(c3ccco3)C2)c1 (stereo unspecified)
  A: -2.8; B: 1.5; C: 14.1; D: 10.4; E: -2.3; F: -5.7; G: 0.8; H: 0.0; I: -1.4; J: 2.1
Cc1[nH]c2ccccc2c1/C=C/C(=O)c1ccncc1
  A: -13.7; B: -2.6; C: 25.0; D: -5.2; E: 5.1; F: 6.8; G: 0.2; H: -1.5; I: 0.6; J: 0.5
N#Cc1c(N)nc2c3c(sc(=N)c2c1N)NC(=O)CC3c1c(F)cccc1Cl (stereo unspecified)
  A: -13.2; B: 9.1; C: 23.5; D: -14.7; E: 4.9; F: 0.2; G: nt; H: -0.8; I: -5.7; J: -0.2
COc1ccc(NC(=O)c2sc(=O)n(Cc3ccc4ccccc4c3)c2C)cc1OC
  A: nt; B: nt; C: nt; D: nt; E: nt; F: 26.6; G: 0.4; H: nt; I: 1.9; J: i
CS(=O)(=O)c1ccc(S(=O)(=O)N2CCC(CO)(CCCc3ccccc3)CC2)cc1
  A: 3.5; B: -6.8; C: -7.9; D: -22.5; E: -1.5; F: 0.0; G: -1.0; H: 0.5; I: -5.9; J: -0.4
Cc1ccc(C(=O)NCC(=O)Nc2ccncc2)s1
  A: -5.2; B: -3.8; C: 5.0; D: -9.2; E: 0.8; F: -12.2; G: 1.2; H: -2.3; I: 2.9; J: i
COc1ccc2nc(NC(=O)C3COc4ccccc4O3)sc2c1 (stereo unspecified)
  A: -12.8; B: 1.0; C: -7.8; D: -10.7; E: 5.4; F: -9.1; G: -0.4; H: 1.0; I: -2.4; J: -0.2
Cc1cccc(-c2nnc(SCC(=O)Nc3ncccn3)n2C)c1
  A: -1.3; B: 0.3; C: 30.1; D: -13.4; E: -9.9; F: 3.9; G: 1.4; H: 0.6; I: -2.7; J: -0.6
COc1ccc(S(=O)(=O)N2CCCC(C(=O)NCc3cccnc3)C2)cc1C (stereo unspecified)
  A: nt; B: nt; C: nt; D: nt; E: 6.3; F: 2.0; G: 0.8; H: nt; I: 0.8; J: -0.2
CCc1nc2c(OCc3cc(Cl)cc(Cl)c3)cccn2c1N(C)C(=O)CC(C)C
  A: nt; B: nt; C: nt; D: nt; E: nt; F: 41.0; G: 0.3; H: nt; I: -5.2; J: 0.3
C[C@H](CO)N1C[C@H](C)[C@@H](CN(C)S(=O)(=O)c2cn(C)cn2)Oc2ccc(NC(=O)Cc3ccccc3)cc2C1=O
  A: 3.5; B: nt; C: nt; D: -0.9; E: 3.9; F: -3.0; G: 0.0&-0.6; H: 0.7; I: 4.5; J: 2.0
Nc1ccccc1-c1n[nH]c(=S)s1
  A: nt; B: 2.4; C: 24.2; D: -10.1; E: -5.9; F: 3.0; G: nt; H: 4.0; I: -0.5; J: i
COc1cc2[nH]c(=O)n(CCCCCC(=O)NCCc3c[nH]c4ccccc34)c(=O)c2cc1OC
  A: 9.8; B: -0.3; C: -2.4; D: 5.5; E: -6.2; F: 0.9; G: nt; H: -0.7; I: -3.2; J: i
Cc1ccc(C2C(/C=C3/SC(=S)NC3=O)=C(c3cccs3)Oc3ccccc32)cc1 (stereo unspecified)
  A: -27.1; B: 1.9; C: 4.2; D: 23.0; E: -10.9; F: -6.0; G: 1.0; H: -0.8; I: 6.9; J: -8.9

# Some of the compounds tested; rates above refer to the full screens.
